# Screening data from PubChem.
# S3 lipid droplet – qHTS Assay for Lipid Storage Modulators in Drosophila S3 Cells | Drosophila S3 cells, BODIPY lipid droplet fluorescence, 18-24 h; cells fed with added oleic acid | 320,000 tested, 0.64% active | Potency in µM for hits, for the others lipid storage change, negative = inhibition, % at the top dose, mostly 46.1 µM; active = well fitted inhibition curve with a large enough effect in the signal ratio, with a control signal flat, not every such curve was filed as active; inconclusive = small, poorly fitted or top-dose-only effect, or effect the other way, or a change in a side signal; the % refers to the signal ratio
#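 Drosophila S3 cells loaded with oleic acid (400 uM, as added) and compounds at several concentrations; lipid droplets imaged by 488-nm laser-scanning cytometry, 500–530 nm intensity and object ratio to cell channel. Percent activity normalized to 20 uM Triacsin C.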
# S3 lipid droplet cell count max – recorded beside S3 lipid droplet, whose call it bears; cell number change, %; measured here: cell count max response;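 cells counted by Cell Tracker Red CMTPX staining in the red channel; peak over a dose series mostly up to 46.1 µM; percent activity relative to internal control wells on each plate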
# * = called active by the depositor; i = inactive; ? = inconclusive; . = no result given; [ ] = another dose, or the depositor's remark. % is scaled to controls: 0 for no effect and ±100 for the full control effect; potency is read from the fitted curve at half-maximal effect. A portion of the library; count on the stated rates, not on these rows.
SMILES,S3 lipid droplet,S3 lipid droplet cell count max
COc1ccccc1CNC(=O)c1cc2c(=O)[nH]c3ccccc3c2n1C,?,.
CCC(C(=O)N1CCC(N2CCCCC2)CC1)n1nc(C)c2sc3ccccc3c2c1=O (stereo not given),i,2.4
COc1ccc(S(=O)(=O)N2CCCCCC2)cc1C(=O)NCc1cccs1,-18.7%,.
O=C(CCN1C(=O)C2C3C=CC(C4CC34)C2C1=O)OCC(=O)c1ccccc1 (stereo not given),?,.
Oc1c(N=Nc2ccccn2)ccc2ccccc12,?,.
O=C1c2cccc3cccc(c23)N1Cc1ccc(F)cc1,?,.
Cc1ccc(NC(=O)CSc2nc3ccccc3c3nc(CCc4c(C)n[nH]c4C)nn23)cc1F,?,.
O=C(c1cc2c(=O)n3ccccc3nc2s1)N1CCOCC1,11.1%,-1.3
O=C(CCCn1cc([N+](=O)[O-])cn1)NCc1ccccc1,?,.
O=C(Nc1cccnc1)c1c(O)c2cccc3c2n(c1=O)CC3,?,.
O=C(Nc1cccc2nsnc12)c1ccc2c(c1)OCO2,i,-18.6
Cc1cccc(OCC(=O)OCC(=O)N(CC(C)C)c2c(N)n(Cc3ccccc3)c(=O)[nH]c2=O)c1C,23.2%,.
Cc1cc(C(=O)Nn2c(-c3ccncc3)nc3ccccc3c2=O)ccc1[N+](=O)[O-],-0.2%,1.5
Cc1ccc(-n2nnc(-c3nccs3)n2)cc1,9.2%,-4.6
Cn1c[n+](C)cc1/C=N/O,?,.
COc1ccc(C(C(=O)NCC2CCCO2)N(C(=O)Cn2nnc3ccccc32)c2ccccc2C(C)=O)cc1OC (stereo not given),i,12.8
Cc1cccc(C)c1N1C(=O)c2cccc([N+](=O)[O-])c2C1=O,3.5%,-8.8
CCC(C)(C)NC(=O)C(c1ccc(F)cc1)N(Cc1ccco1)C(=O)CCC(=O)Nc1ccccn1 (stereo not given),17.9%,1.1
Cc1c(NC(=O)C2CCCCN2S(=O)(=O)c2ccc(Cl)cc2)c(=O)n(-c2ccccc2)n1C (stereo not given),?,.
CC(C)OCCCNc1ncc2c(n1)CC(c1cccs1)CC2=O (stereo not given),8.0%,8.7
O=C(/C=C/c1ccccc1)NNC1=NS(=O)(=O)c2ccccc21,?,.
COc1ccc(NC(=O)c2onc(C)c2Cl)cc1,?,.
CN(C)S(=O)(=O)c1cccc(NC(=O)COC(=O)/C=C/c2ccc3c(c2)OCO3)c1,i,.
COc1cccc(-c2csc(N3CCN(C(=O)Nc4ccccc4Cl)CC3)n2)c1,?,.
N#Cc1ccc(OS(=O)(=O)c2ccc(-c3ccon3)s2)cc1,i[0.369 µM],-20.9

# Compound profiles (already shown).
# O=C(c1cc2c(=O)n3ccccc3nc2s1)N1CCOCC1 is listed as S3 lipid droplet: 11.1%; S3 lipid droplet cell count max: -1.3
# Cc1cc(C(=O)Nn2c(-c3ccncc3)nc3ccccc3c2=O)ccc1[N+](=O)[O-] is listed as S3 lipid droplet: -0.2%; S3 lipid droplet cell count max: 1.5

# The list continues.
SMILES,S3 lipid droplet,S3 lipid droplet cell count max
CCOC(=O)c1ccc(-n2c(CN3CCC(C(N)=O)CC3)nc3ccc([N+](=O)[O-])cc3c2=O)cc1,?,.
Oc1ccc(Nc2nc(-c3cccs3)cs2)cc1,?,.
CCOC(=O)C1=NN(c2ccccc2C)C2=NC(C)=C(C(=O)OC)C(c3cccs3)N12 (stereo not given),?,.
CCC(C)NC(=O)c1cc(Cl)ccc1OC (stereo not given),i,.
CCC(C)[C@H]1CNCCN1CC1(c2ccccc2)CC1 (stereo not given in full),?,.
Cc1cccc(NC(=S)N2CCC(O)CC2)c1C,?,.
O=C(COC(=O)C1CC(O)CN1S(=O)(=O)c1ccccc1[N+](=O)[O-])c1ccc[nH]1 (stereo not given),?,.
Cc1ccccc1C(=O)NCCc1nnc(SCC(=O)Nc2nc(-c3ccccc3)cs2)n1C,?,.
OC(COC(c1ccc(Cl)cc1)c1ccc(Cl)cc1)CN1CCN(c2ccccn2)CC1 (stereo not given),?,.
CCn1c(=O)cc(SCC(=O)N2CCC(C)CC2)c2ccccc21,?,.
Cc1cc(C)n(CCCO)c(=O)c1C#N,-9.5%,-10.9
CSc1ncc(C(=O)NCCCc2ccccc2)c(C)n1,?,.
CN(C)CCNc1cnn(-c2ccccc2)c(=O)c1Cl,-15.4%,-11.1
CC(=O)c1c(C)[nH]c(C(=O)OCC(=O)Nc2ncc(Cl)c(C)c2Cl)c1C,?,.
Oc1ccc(-c2onc3ccc(Cl)cc23)cc1,?,.
COc1cc(OC)cc(C(=O)NCCSc2c[nH]c3ccccc23)c1,?,.
Cc1ccc(Cn2nnc3c(=O)n(CC(=O)N4CCN(c5ccccc5)CC4)cnc32)cc1,i,.
COc1cccc2cc(-c3ccccc3)c(=O)oc12,-2.5%,1.7
COc1cccc2cc(S(=O)(=O)c3ccccc3)c(=Nc3ccc4c(c3)OCCO4)oc12,?,.
COc1cc(N=C(N)N=C(N)N)cc(OC)c1,?,.
Cc1ccc(CSCC(=O)NCc2cccnc2)cc1,7.1%,2.8
NC(=O)CSc1nnc(-c2ccncc2)n1CCc1ccccc1,?,.
COC(=O)C1=C(N)Oc2cc(C)n(CCCn3ccnc3)c(=O)c2C1c1cccc(Cl)c1 (stereo not given),?,.
CN1CCN(c2ccc(NC(=O)c3ccccc3)cc2)CC1,-5.8%,-12.4
COc1ccc(NC(=O)C2CCCN(S(=O)(=O)c3cccc4nonc34)C2)cc1OC (stereo not given),5.5%,3.4

# Reformatted with each value named: part of the list above
CCn1c(=O)cc(SCC(=O)N2CCC(C)CC2)c2ccccc21
  S3 lipid droplet: ?; S3 lipid droplet cell count max: .
CN(C)S(=O)(=O)c1cccc(NC(=O)COC(=O)/C=C/c2ccc3c(c2)OCO3)c1
  S3 lipid droplet: i; S3 lipid droplet cell count max: .

# Next section.
SMILES,S3 lipid droplet,S3 lipid droplet cell count max
CC(C)c1nc2cc(C(=O)N(C)Cc3ccc(F)cc3)ccc2o1,18.4%,8.2
COc1ccccc1-n1c(SCC(=O)Nc2ccc(NC(C)=O)cc2)nc2c([nH]c3ccccc32)c1=O,?,.
CC(C)Oc1ccc(C(CC(=O)O)NC(=O)C(Sc2ccccc2)c2ccccc2)cc1 (stereo not given),1.5%,1.4
N#C/C(=C\c1cccc(NC(=O)c2ccccc2Cl)c1)C(=O)NCCc1ccccc1,?,.
CCN(CC)S(=O)(=O)c1ccc(OCC(=O)NC(=O)c2ccccc2OC)c([N+](=O)[O-])c1,-8.1%,2.4
O=C(CSc1ncccn1)NC1CCS(=O)(=O)C1 (stereo not given),?,.
Cc1ccc(-n2nc3c(N4CCC(C(=O)N5CCCCCC5)CC4)nnc(C)c3c2C)cc1,?,.
COc1cccc(CN2CCNC(=O)C2CC(=O)NCCOc2cccnc2)c1 (stereo not given),22.6%,8.6
CC(C)CC(=O)Nc1ccc2c3c(cccc13)CC2,?,.
COc1ccccc1N1CCN(C(=O)c2cn(C)c3ccc(S(=O)(=O)N4CCOCC4)cc3c2=O)CC1,?,.
CCOC(=O)C(NC(=O)c1ccc(F)cc1)(Nc1nnc(C)s1)C(F)(F)F (stereo not given),-21.6%,2.4
Cc1ccc(C(C)C)c(OCC(=O)Nc2ccc(N3CCN(S(C)(=O)=O)CC3)cc2)c1,?,.
COC(C(=O)Nc1ccc(F)cc1)c1ccccc1 (stereo not given),8.4%,4.9
CC(=O)Nc1ccccc1C(=O)C(=O)Nc1cccc(Br)c1,-3.5%,-10.6
COc1cc2c(cc1OC)CN(C1CCC(C)CC1)CC2 (stereo not given),?,.
COc1cccc(C(=O)Nc2cccc(C(=O)NCC(C)C)c2)c1,?,.
O=C(CSc1n[nH]c(-c2ccncc2)n1)Nc1ccc(Cl)cc1,6.1%,3.2
Cc1ccc(NC(=O)CCNS(=O)(=O)c2ccc3c(c2)CCC(=O)N3)cc1C,?,.
Cn1nc(-c2ccccc2)c(CSc2ccccc2)c1Cl,?,.
O=C1S/C(=C\c2ccc(Cl)cc2)C(=O)N1CCn1cnnn1,?,.
O=C(O)C1CCCN(S(=O)(=O)c2ccc3c(c2)OCCO3)C1 (stereo not given),?,.
OCCNCCSc1ccc(Cl)cc1,24.0%,8.1
CCCCN(CC)C(=O)Cc1cn(C)c2ccccc12,?,.
Cc1ccc(SCC(=O)NC2CC2)cc1,i,25.7
COc1cccc(CNC(=O)CCC2CCCN(C(=O)c3ccc(C)nc3)C2)c1 (stereo not given),27.7%,.

# 3 compounds drawn at random from those above, as already listed:
SMILES,S3 lipid droplet,S3 lipid droplet cell count max
OCCNCCSc1ccc(Cl)cc1,24.0%,8.1
CC(C)CC(=O)Nc1ccc2c3c(cccc13)CC2,?,.
Cn1nc(-c2ccccc2)c(CSc2ccccc2)c1Cl,?,.

# The results go on:
SMILES,S3 lipid droplet,S3 lipid droplet cell count max
COC(=O)c1ccc(NC(=O)CCn2c(=O)oc3ccccc32)cc1,-9.5%,-16.9
O=C(c1ccoc1)N1CCCC(N2CCN(c3cccc(Cl)c3)CC2)C1 (stereo not given),i,-4.5
CCn1c(SCC(=O)Nc2ccc(C)cc2)nnc1-c1ccc(O)cc1,-7.6%,-18.3
Cc1cccc(C)c1NC(=O)c1cc(S(=O)(=O)N2CCOCC2)ccc1F,-4.1%,-17.7
COc1ccc(OCCN2CCN(C3CC(=O)N(CCC(C)C)C3=O)CC2)cc1 (stereo not given),18.0%,-26.0
Cc1c(C#N)c2ncnc(-c3ccccc3)c2n1-c1ccccc1,?,.
CC(C)c1nc2sc(C(=O)O)c(N)c2c2c1CCCC2,?,.
COc1cccc(NC(=O)N2CCCC(C(=O)Nc3ccccc3OC)C2)c1 (stereo not given),?,.
O=C(OCC1COc2ccccc2O1)c1ccccc1F (stereo not given),?,.
Cc1ccccc1OCCNC(=O)c1ccccc1Sc1ccccc1C#N,-3.8%,0.3
COc1cc(CCC(=O)Nc2c(C(=O)N3CCN(c4ccccc4)CC3)oc3ccccc23)on1,?,.
CC(C)Oc1ccc(NC(=O)Oc2ccccc2)cc1,?,.
Cc1ccc(S(=O)(=O)N/N=C/c2ccc(OS(=O)(=O)c3ccc(C)c([N+](=O)[O-])c3)cc2)cc1,?,.
Cc1ccc(N(CC(=O)NC2CCCCC2)C(=O)CCC(=O)Nc2nccs2)cc1,?,.
CCOc1ccc(C(=O)COC(=O)C2COc3ccccc3O2)cc1 (stereo not given),9.8%,-2.0
CC1(C)CC2CC(C)(CN2Cc2cccc([N+](=O)[O-])c2)C1 (stereo not given),-4.8%,.
COc1ccc(CNC(=O)C23CN(Cc4ccccc4)CC2C(c2ccc([N+](=O)[O-])cc2)=NO3)cc1 (stereo not given),6.3%,-16.2
COc1ccc(CCn2c(SCCN3CCCCC3)nc3ccccc3c2=O)cc1OC,7.1%,16.3
O=C(CNc1cccc([N+](=O)[O-])c1)NCCCc1ccccc1,?,.
CC(C)(C)NC(=O)c1cc(NC(=O)c2cccs2)cc(NC(=O)c2cccs2)c1,?,.
Cc1occc1C(=O)N/N=C/C1=C(N2CCOCC2)C(=C\c2ccc(Cl)cc2)/CC1,6.1%,0.8
Cc1c(C(=O)N2CCN(c3ccc([N+](=O)[O-])cc3)CC2)sc2ncn(CC(=O)N3CCOCC3)c(=O)c12,?,.
CC(C)C(NC(=O)c1c(F)cccc1F)C(=O)N1CCN(S(=O)(=O)/C=C/c2ccccc2)CC1 (stereo not given),?,.
CC1(C)Cc2c(cnn2-c2cccc(F)c2)C(NC(=O)CCN2CCCC2=O)C1 (stereo not given),-0.7%,.
COc1ccc(OCc2nnc(SCC(=O)NCc3ccco3)o2)cc1,?,.
SMILES,S3 lipid droplet,S3 lipid droplet cell count max
C=CCNC(=O)c1ccc(NC(=O)CC2SC(N3CCCC3)=NC2=O)cc1 (stereo not given),?,.
CC(C)CNc1nc(Oc2ccc(=O)n(-c3ccccc3)n2)nc(N2CCOCC2)n1,?,.
Cn1cc(-c2nnnn2-c2ccc(Cl)cc2)c(=O)c2ccccc21,-2.8%,7.7
Cc1ccc(-c2nc(CS(=O)CC(=O)NCCC(C)C)c(C)o2)cc1 (stereo not given),?,.
O=C(Cn1cnc2ccccc2c1=O)c1ccc(Cl)cc1,-11.3%,-8.1
NC(=O)c1ccsc1NC(=O)COC(=O)Cc1n[nH]c(=O)c2ccccc12,?,.
CC(C)(C)OC(=O)N[C@@H](Cc1ccccc1)c1nnc(S(=O)(=O)Cc2cccc(F)c2)o1,?,.
Cc1cccc(C2C3=C(Nc4[nH]n(-c5ccccc5)c(=O)c42)c2ccccc2C3=O)c1 (stereo not given),?,.
CCN(CC)CCCNC(=S)N(Cc1cccnc1)Cc1cc2cc(C)cc(C)c2[nH]c1=O,-2.5%,-8.7
COc1ccc(NC(=S)Nc2ccc(Oc3ccccc3)cc2)cc1,-2.1%,-10.3
NC(=O)N/N=C/c1cn(CC(=O)Nc2ccc(F)cc2)c2ccccc12,?,.
O=C(Cc1cccc(C(F)(F)F)c1)NCc1cccc(Cl)c1,-2.7%,-0.9
O=C(N/N=C/c1c[nH]c2ccccc12)c1ccccc1Cl,?,.
Cn1c(O)c(N=NC(=O)c2cccc(S(=O)(=O)N3CCCCC3)c2)c2ccccc21,?,.
COc1ccc(C(=O)O/N=C(\N)c2ccccc2)cc1OC,-3.8%,.
COc1ccc(-c2[nH]ncc2CN2CCCO2)cc1F,12.5%,-9.5
